Bioassay records: PubChem BioAssay, several laboratories
HPDE-C7 cytotoxicity: cytotoxicity in HPDE-C7 cells, cell-based, fluorescence, HTS (AID 430); 63,000 compounds, 1.8% hits; one-dose cytotoxicity, % at 10 µM; EC50 in µM for titrated hits; HPDE-C7 pancreatic duct cells viability, fluorescence; higher % means a stronger effect;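 also: cells exposed to compound for 48 hours before viability readout; 0% = vehicle and 100% = reference cytotoxic drug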
TNAP inhibition: human TNAP enzyme inhibitors, biochemical, luminescent (AID 518) | inhibition, % at 20 µM, or IC50 in µM where a hit was titrated | purified TNAP enzyme, luminescent substrate readout; higher % means a stronger effect | 64,000 compounds, 0.09% hits; in the data active = a potency from the dose series; inactive = the rest, 99 in 100 with inhibition below about 22%;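 also: plate controls were vehicle for no effect and reference inhibitor for full effect; many of its hits are not listed in these tables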
MK inhibit: S. pneumoniae mevalonate kinase inhibition; purified MK, PK/LDH-coupled NADH absorbance 340 nm; inhibition, % at 10 µM; 65,000 compounds, 0.48% hits;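 active = ranked among the strongest by inhibition in the single 10 µM screen, a fixed top-ranked set picked for dose follow-up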; also: no value below 0 was filed
LYP inhibition: inhibition of human PTPN22 tyrosine phosphatase – biochemical, DiFMUP fluorescence, recombinant catalytic domain, 10 µM, primary screen (AID 606) | recombinant LYP catalytic domain, DiFMUP fluorescence; higher % means a stronger effect | one-dose inhibition, % at 10 µM; IC50 in µM for titrated hits | 52,000 tested, under 10 active;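 active = IC50 under 40 µM in the dose-response test; inactive = IC50 of 40 µM or more, or never dose-tested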
Bfl-1 inhibitors: Bfl-1 inhibitors, primary screen, biochemical, fluorescence polarization, FITC-Bid, mouse (AID 432). FITC-Bid BH3 peptide fluorescence polarization displacement; higher % means a stronger effect. 64,000 compounds, 0.02% hits. one-dose displacement, % at 20 µM; IC50 in µM for titrated hits; in the data active = a potency from the dose series; inactive = the rest, 99 in 100 with displacement below about 15%; also: strong numbers were not always called active
Spn PMK inh: inhibitors of Streptococcus pneumoniae phosphomevalonate kinase. purified PMK, PK/LDH-coupled NADH absorbance 340 nm. inhibition, % at 10 µM. 65,000 compounds, 0.49% hits;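 active = top-ranked compounds by inhibition in the single 10 µM screen, taking a fixed number of the strongest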;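 also: 0% = full reaction with DMSO carrier and 100% = background rate without enzyme reaction; no value below 0 was filed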
HT1080 cytotoxicity: HT1080 cell viability loss – fluorescence readout (AID 620) | cytotoxicity, % at 10 µM, or EC50 in µM where a hit was titrated | HT1080 viability, fluorescence; higher % means a stronger effect | 87,000 compounds, 0.42% hits;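 also: cells exposed to compound overnight then 4 h with Alamar Blue; 0% = vehicle DMSO and 100% = killing control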
DPM-DC inhibit: S. pneumoniae DPM-DC inhibition. purified DPM-DC, PK/LDH coupled NADH fluorescence. calls only at 10 µM. 65,000 compounds, 0.49% hits;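 active = the 320 compounds with the highest percent inhibition in the single-dose primary screen, excluding strongly autofluorescent ones, cut at about 32% in these data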;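 also: kinetic rate of NADH fluorescence loss reporting ADP formed by the decarboxylase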
HPDE-C7K KRASV12: cytotoxicity in KRAS-transformed pancreatic duct cells, primary screen, cell-based, fluorescence, HTS (AID 431) | HPDE-C7K KRASV12 cells, Alamar Blue viability, 48 h; higher % means a stronger effect | one-dose cytotoxicity, % at 10 µM; EC50 in µM for titrated hits | 63,000 compounds, 1.7% hits;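 active = compounds whose percent cytotoxicity in the single-dose primary screen, scaled between solvent and toxic-drug controls, exceeds 50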;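 also: 0% = DMSO solvent wells and 100% = doxorubicin-treated wells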
Spn PMK inh pilot replicates: recorded beside Spn PMK inh, whose call it bears; inhibition, %; measured here: pilot screen replicates
MK inhibit pilot replicates: also measured in MK inhibit; calls as there; inhibition, %; measured here: pilot screen replicates
DPM-DC inhibit pilot screen %: recorded beside DPM-DC inhibit, whose call it bears; inhibition, %; measured here: pilot screen trials
* marks the source's active call; other numbers are inactive results; i = inactive; / = no result given; + = active, no number. Rule as the data show it, unless noted: active = cytotoxicity above about 50%; inactive = the rest.

SMILES | HPDE-C7 cytotoxicity | TNAP inhibition | MK inhibit | LYP inhibition | Bfl-1 inhibitors | Spn PMK inh | HT1080 cytotoxicity | DPM-DC inhibit | HPDE-C7K KRASV12 | others
CCOCCCNC(=O)C(c1ccc(Cl)cc1)N1CCN(C(=O)c2ccco2)CC1 (stereo unspecified) | -12% | -10% | 9 | 5% | -10% | 13 | 14% | i | 1%
CCOC(=O)NC1(C(F)(F)F)C(=O)NC(C)=C1C#N (stereo unspecified) | 9% | 10% | 2 | -1% | 5% | 0 | -10% | i | 3%
CCCN1CCN(C(=O)C2CCN(S(=O)(=O)c3ccc4c(c3)oc(=O)n4C)CC2)CC1 | 1% | 8% | 6 | 15% | -3% | 8 | -5% | i | 2%
N#Cc1c(N)nc2c(c1-c1ccncc1)CCCC2 | / | 14% | 3 | / | -1% | 9 | -7% | i | /
CCOC(=O)CC1C(=O)NCCN1C(=O)Nc1ccccc1 (stereo unspecified) | -11% | 20% | 49* | 3% | 15% | 1 | -5% | i | -3%
COc1c(Cl)cc(-c2noc(C)c2C(=O)NC(C)C)cc1Cl | -5% | 9% | 5 | / | 2% | 1 | 3% | i | 4%
Cc1oc2ccc(O)c(CN3CCOCC3)c2c1C(=O)c1ccc(Cl)cc1 | 2% | -2% | 10 | / | -4% | 13 | -2% | i | 2%
CCCS(=O)(=O)N1CCC(C(=O)N2CCOCC2)CC1 | 6% | 9% | 0 | 6% | 1% | 3 | 5% | i | 2%
Cn1c2ccccc2c2nnc(SC3CCOC3=O)nc21 (stereo unspecified) | -22% | 0% | 11 | -4% | 4% | 9 | 2% | i | -24%
O=C(CSc1nnc(-c2cccs2)o1)NCC1CN(Cc2ccccc2)CCO1 (stereo unspecified) | 8% | 13% | 0 | 12% | -10% | 18 | 7% | i | 12% | Spn PMK inh pilot replicates=5.0;MK inhibit pilot replicates=1.0;DPM-DC inhibit pilot screen %=1.0
CCCc1cc(-c2nc(N)ncc2-c2ccc3c(c2)OCCCO3)c(O)cc1OC | 6.4µM* | 16% | 11 | / | -3% | 3 | 28% | i | 5.9µM*
Cc1ccccc1Cn1cc(NC(=O)c2cc3nc(-c4ccco4)cc(C(F)(F)F)n3n2)cn1 | 29% | 15% | 13 | 25% | 0% | 14 | 3% | + | 31%
CCN(CC)S(=O)(=O)c1cccc(C(=O)OCC(=O)N2CC(=O)Nc3ccccc32)c1 | 2% | 11% | 1 | / | 0% | 11 | -2% | i | -5%
Cc1cccc2cc(C#N)c(NCCNC(=O)NC3CCCCC3)nc12 | -3% | 2% | 6 | -4% | 6% | 12 | 16% | i | -11% | Spn PMK inh pilot replicates=0.0;MK inhibit pilot replicates=0.0;DPM-DC inhibit pilot screen %=11
COc1cccc(NC(=O)CSCc2n[nH]c(=O)[nH]2)c1 | 0% | 19% | 7 | -3% | 2% | 5 | 0% | i | -3%
C=CCn1c(SCC(=O)c2ccc(OC)cc2)nnc1-c1cc2cccc(OC)c2o1 | 5% | 9% | 9 | 13% | 5% | 0 | -2% | i | 11%
CCCc1cc(=O)[nH]c(SCC(N)=O)n1 | 11% | 9% | 0 | 7% | -4% | 22 | -2% | i | 5%
O=C(NC1CCCCCCC1)C1=COCCO1 | / | / | 0 | / | / | 8 | -1% | i | /
Cc1ccc2c(c1)N(CCC(=O)NCCN1CCOCC1)C(=O)CO2 | -3% | 0% | 8 | -3% | -4% | 12 | 37% | i | 0%
CCC(C)NC(=O)CS(=O)Cc1nc(-c2ccccc2C)oc1C (stereo unspecified) | -6% | 8% | 9 | -1% | -1% | 13 | -2% | i | -1%
CC(C)[C@H](NC(=O)NCc1cccs1)C(=O)O | 5% | 9% | 8 | 10% | -11% | 7 | 0% | i | 1%
CCCCN(C)C(=O)CCC(=O)Nc1ccc2nc(N3CCOCC3)cc(C)c2c1 | -4% | 5% | 7 | 13% | -2% | 12 | 0% | / | -1%
Cn1c(=O)c2c(nc(N3CCN(Cc4ccccc4)CC3)n2CCCc2ccccc2)n(C)c1=O | 30% | 11% | 12 | -2% | -9% | 5 | -2% | i | 49%
CCC1CCCCN1C(=O)CSc1nnc(-c2cccc(Cl)c2)o1 (stereo unspecified) | 0% | 6% | 6 | -7% | -5% | 13 | -9% | i | 2%
CCN(CC)CCCn1c(C)cc2c(c1=O)C(c1ccc(OC)c(OC)c1OC)C(C#N)=C(N)O2 (stereo unspecified) | 9% | 4% | 3 | -2% | -9% | 7 | -1% | i | -2%
CCOC(OCC)P(=O)(C(C)C)C(C)C | -32% | 14% | 20 | -8% | -5% | 15 | -3% | i | -26% | Spn PMK inh pilot replicates=0.0;MK inhibit pilot replicates=1.0;DPM-DC inhibit pilot screen %=2.0
C/C(N)=C(/C#N)C(=O)CSc1nnc(Cc2ccccc2F)n1N | -38% | 2% | 1 | -5% | 2% | 18 | -5% | i | -8%
COc1ccccc1N1CCN(C(=O)CCn2c(=O)[nH]c3ccsc3c2=O)CC1 | -6% | 10% | 6 | 12% | -1% | 0 | 6% | i | -7%
O=C(c1cccn2c(=O)c3cc(Cl)ccc3nc12)N1CCN(Cc2ccc3c(c2)OCO3)CC1 | 7% | 6% | 0 | 15% | -7% | 17 | 6% | / | 7%
Cc1cc(C)n(-c2nnc(C)n2NS(C)(=O)=O)n1 | -14% | 2% | 5 | -2% | -5% | 8 | 15% | i | -5%
COc1cccc(CNc2cccc3cccnc23)c1O | 26% | -1% | 12 | / | 3% | 4 | 4% | i | 18% | Spn PMK inh pilot replicates=4.5;MK inhibit pilot replicates=0.0;DPM-DC inhibit pilot screen %=0.0
O=C(c1c(Cl)cccc1Cl)N1CCCCCC1 | -27% | 2% | 11 | -12% | 1% | 8 | 11% | i | -22%
COC(=O)c1[nH]c2cc(C)ccc2c1NC(=O)CN1CCCc2ccccc21 | 25% | 4% | 9 | -2% | -10% | 5 | 3% | i | 23%
Cc1cccc(OCCCCCn2ccnc2)c1C | 10% | 2% | 7 | / | -1% | 8 | 8% | i | -2%
COc1ccc(S(=O)(=O)n2nc(OC(=O)c3c(-c4ccccc4Cl)noc3C)cc2N)cc1 | 63%* | 11% | 1 | 9% | 1% | 0 | -7% | i | 51%*
C=C1c2cc(CC)ccc2NC(=O)N1c1ccc(C)cc1 | -4% | 10% | 8 | 12% | -2% | 5 | -5% | i | 12%
O=C(Nc1ncc2c(n1)CC(c1ccccc1)CC2=O)c1ccco1 (stereo unspecified) | -20% | 9% | 6 | 11% | -5% | 8 | 4% | i | -24% | Spn PMK inh pilot replicates=0.0;MK inhibit pilot replicates=0.0;DPM-DC inhibit pilot screen %=0.0
Cc1cc(N=CC2=C(O)CCCC2=O)no1 | 1% | 14% | 2 | / | 3% | 3 | 0% | i | 4%
COc1ccc2c(c1)c1nnc(SC)nc1n2C | 9% | 9% | 0 | / | 1% | 5 | 1% | i | -7%
CN=c1oc2ccc(Cl)cc2cc1C(N)=O | 6% | 16% | 9 | 7% | -3% | 13 | 0% | i | -7%
Cc1ccc(S(=O)(=O)NCC(=O)OCC(=O)Nc2ncc(Cl)cc2Cl)cc1 | 24% | 16% | 10 | 8% | 8% | 4 | -2% | i | 6% | Spn PMK inh pilot replicates=4.5;MK inhibit pilot replicates=0.0;DPM-DC inhibit pilot screen %=0.0
O=C(c1ccccc1)N1CCN(C(=O)N2CCCCC2)CC1 | 1% | 10% | 4 | 20% | 7% | 17 | 6% | i | -4%
COc1ccccc1-c1noc(-c2ccncc2)n1 | -6% | 6% | 10 | -5% | -3% | 3 | 9% | i | -8%
c1ccc2c(c1)CC1(CCCC1)n1nnnc1-2 | -18% | 6% | 6 | / | -12% | 0 | 7% | i | -7%
Cc1cc(C)n(CC(O)CN2c3ccccc3Sc3ccccc32)n1 (stereo unspecified) | 1% | 4% | 5 | 4% | 4% | 0 | 1% | i | 1%
O=C(c1ccco1)N1CCN(c2ccc(S(=O)(=O)N3CCCC3)cc2)CC1 | -3% | 4% | 0 | / | 0% | 16 | -4% | i | 2%
Cn1nnnc1SCC(=O)Nc1ccccc1C(=O)NCc1ccccc1 | -8% | 16% | 9 | 0% | -4% | 2 | -1% | i | -9% | Spn PMK inh pilot replicates=0.0;MK inhibit pilot replicates=0.0;DPM-DC inhibit pilot screen %=0.0
c1nc(NC2CCCC2)c2[nH]cnc2n1 | -13% | -24% | 5 | 3% | 23% | 0 | / | i | -23%
CCOc1ccc2cc(C#N)c(SCC(=O)N3CCOCC3)nc2c1 | -4% | 13% | 11 | 8% | 8% | 3 | 2% | / | 0% | Spn PMK inh pilot replicates=1.0;MK inhibit pilot replicates=0.5
CCCn1c(SCC(=O)NCc2ccco2)nc2c1c(=O)n(C)c(=O)n2C | 2% | 17% | 3 | -3% | -5% | 11 | -3% | i | 7% | Spn PMK inh pilot replicates=1.0;MK inhibit pilot replicates=0.0;DPM-DC inhibit pilot screen %=0.0
CN(CCNS(=O)(=O)c1ccc2c(c1)oc(=O)n2C)Cc1ccccc1 | -6% | 28% | 6 | 16% | -2% | 11 | -6% | i | 0% | Spn PMK inh pilot replicates=0.0;MK inhibit pilot replicates=1.5;DPM-DC inhibit pilot screen %=0.0
CCOC(=O)c1cc2sccc2n1CC(=O)Nc1ccc(OC)c(OC)c1 | -8% | 2% | 4 | 3% | -4% | 18 | 21% | i | -5%
COc1cc(OC)c(-c2nn3c(C4CCCCC4)nnc3s2)cc1OC | -17% | 7% | 8 | 6% | -5% | 4 | -4% | i | -8% | Spn PMK inh pilot replicates=1.0;MK inhibit pilot replicates=8.5;DPM-DC inhibit pilot screen %=16
CC1=CCC2C(=O)N(c3ccc(Br)cc3C)C(=O)C2C1 (stereo unspecified) | 1% | 6% | 8 | 18% | -2% | 9 | -6% | i | 2%
CCOC(=O)CN1C(=O)C(C)(C)Oc2ccc(C(=O)Nc3ccccc3)cc21 | -3% | 3% | 10 | / | -7% | 10 | 13% | i | -4%
Cc1ccc(N(C=NC#N)CC(=O)N2CCN(c3ccccc3)CC2)cc1 | / | 16% | 11 | 11% | 3% | 14 | -5% | i | /
CCN1CCN(C(=O)CN(c2ccccc2C)S(C)(=O)=O)CC1 | -15% | 5% | 0 | -9% | 5% | 13 | 1% | i | -15%
CCCOC(=O)C1=C(C)NC2=C(C(=O)C(C(=O)OC)C(C)C2)C1c1ccc(N(CC)CC)cc1 (stereo unspecified) | -16% | 4% | 4 | 6% | -3% | 17 | 2% | i | -15%
CCn1c(C2CC(=O)N(c3cc(C)cc(C)c3)C2)nc2ccccc21 (stereo unspecified) | -13% | 0% | 2 | 7% | 2% | 5 | -7% | i | -9%
